# NPYLR7 ag – activates Aedes aegypti NPYLR7 receptor. AID 1259423. HEK293T NPYLR7/Galpha15, GCaMP6s calcium fluorescence. activation, % at 10 µM. actives 0.15% (n = 270,000); in the data active = activation above about 40%;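 also: 0% = vehicle and 100% = reference agonist at the receptor; some compounds past the cut are filed as inactive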
# mcGAS lum – blocks mouse cGAS activity. inhibition, % at 12.5 µM. Q8C6L5. recombinant cGAS, Kinase-Glo ATP depletion luminescence. actives 0.15% (n = 160,000);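 also: 0% = negative control wells and 100% = reference inhibitor with no enzyme activity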
# hcGAS inh – inhibitors of human cGAS | Q8N884 | recombinant h-cGAS, ATP depletion, Kinase-Glo luminescence | inhibition, % at 12.5 µM | actives 0.081% (n = 290,000);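 also: 0% = vehicle reaction and 100% = reaction without DNA for no activity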
# Target sequence (Q8N884 whole entry, looked up): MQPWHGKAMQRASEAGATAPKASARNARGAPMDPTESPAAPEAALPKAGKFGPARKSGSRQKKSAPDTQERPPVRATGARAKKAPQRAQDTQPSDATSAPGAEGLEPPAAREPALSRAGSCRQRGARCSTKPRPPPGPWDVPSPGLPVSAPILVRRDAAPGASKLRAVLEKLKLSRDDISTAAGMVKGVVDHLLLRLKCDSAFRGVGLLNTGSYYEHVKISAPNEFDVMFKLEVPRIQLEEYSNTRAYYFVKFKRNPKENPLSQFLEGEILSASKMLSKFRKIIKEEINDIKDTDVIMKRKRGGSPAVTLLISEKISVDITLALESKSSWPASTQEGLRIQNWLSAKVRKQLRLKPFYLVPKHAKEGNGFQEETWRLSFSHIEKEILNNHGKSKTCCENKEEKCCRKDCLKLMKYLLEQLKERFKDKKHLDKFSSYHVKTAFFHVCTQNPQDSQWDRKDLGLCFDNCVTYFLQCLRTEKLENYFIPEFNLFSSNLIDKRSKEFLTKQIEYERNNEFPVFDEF
# * marks the source's active call; other numbers are inactive results; / = no result given; & = joins results of further samples. Rule as the data show it, unless noted: active = inhibition above about 40%; inactive = the rest.
Compound | NPYLR7 ag | mcGAS lum | hcGAS inh
Cc1ccc(-n2ncc3c(=O)n(NC(=O)c4cc([N+](=O)[O-])ccc4Cl)cnc32)cc1C | 4 | / | -9
COC(=O)c1cc(Br)ccc1-c1ccc(C=Nn2nnnc2N)o1 | -9 | -6 | -5
O=C(NCc1c(-c2ccccc2)nc2n1CCS2)c1ccccc1 | 14 | / | 1
CC(C)=CCN1CCN(Cc2ccc(Cl)cc2)CC1CCO (stereo not drawn) | -3 | -10 | -4
O=C(O)CCC(=O)N1N=C(c2ccc(Br)cc2)CC1c1ccc(Br)cc1 (stereo not drawn) | -5 | -4 | -1
C=CC=CSCC(=O)N=c1c(C#N)cc2c(=O)n3cccc(C)c3nc2n1CCCC | 1 | / | -5
Cc1c(C(=O)NCc2ccc3c(c2)OCCO3)sc(=O)n1CCC#N | 9 | / | -2
O=C(NC1CCCCC1)c1cnc2ccccc2c1C(F)(F)F | 3 | / | -5
O=C(c1cc(-c2ccccc2Cl)nc2cc(-c3ccccc3)nn12)N1CCN(Cc2ccc3c(c2)OCO3)CC1 | / | -7 | -10
COC(=O)CSc1ccc2nnc(CCNS(=O)(=O)c3ccccc3)n2n1 | -12 | -2 | 2
Cc1ccc(Cc2nsc(N3CCC(CNC(=O)Nc4cccc(F)c4)CC3)n2)cc1 | 17 | -6 | -2
COc1cccc(NC(=O)C2(C)CCN2Cc2ccc(OC)c3ccccc23)c1 (stereo not drawn) | 7 | / | -8
COc1ccc(CC2CN(Cc3cnc(-c4ccccn4)nc3)CCO2)cc1 (stereo not drawn) | 7 | / | -5
COCCN(Cc1nc2ccccc2o1)C(=O)COc1ccc(Cl)cc1 | 4 | -6 | -4
CC(C)C(=O)c1ccc2c(c1)oc(=O)n2Cc1noc(C2CC2)n1 | 0 | -17 | -6
COCCCNC(=O)CC(c1ccc(OC)c(OC)c1)c1cn(C)c2ccccc12 (stereo not drawn) | -1 | 1 | -1
O=C1CSC2(C(=O)Nc3ccccc32)N1c1cc(F)ccc1F (stereo not drawn) | 4 | -7 | -3
COC(=O)C(c1ccccc1Cl)N1CCN(C(=O)c2cc(C)[nH]n2)CC1 (stereo not drawn) | 10 | -17 | -11
Cc1c(NS(=O)(=O)c2ccc(C(C)(C)C)cc2)c(=O)n(-c2ccccc2)n1C | -5 | -1 | 1
CSCC(=O)N1CCN(C(=O)Nc2ccc(F)cc2)CC1 | -7 | / | 1
COc1ccc2oc(=O)c(C(=O)OC3CCCCC3)cc2c1 | 6 | / | -8
COc1ccc(Oc2cccc(CN3CCNC(C(=O)NC4CC4)C3)c2)cc1 (stereo not drawn) | 15 | / | -6
Cc1cc(C(=O)N2CCCC(CCc3ccccc3C)C2)ccc1O (stereo not drawn) | -1 | / | -6
COc1ccc(-c2cc(C(=O)N(C)C3CCCN(CCc4ccccc4)C3)[nH]n2)cc1 (stereo not drawn) | 4 | -4 | -6
CCCCc1cn(CC2CCN(C(=O)c3cn4ccccc4n3)CC2)nn1 | 8 | / | -4
O=C(Cn1ccn2nc(-c3ccccc3)cc2c1=O)Nc1ccccc1 | 25 | -11 | -7
CC(C)C(=O)Nc1ccc(SCC(=O)NCc2ccccc2)nn1 | -1 | / | -6
CCCN(C(=O)CSc1nnc(C)n1C1CC1)C1CCS(=O)(=O)C1 (stereo not drawn) | -3 | / | 2
COC1CCCN(C(=O)C(C)Oc2ccc3c(c2)OCO3)C1 (stereo not drawn) | 4 | / | -6
CNC(=O)COc1ncnc2c(Cl)cc(Cl)cc12 | -23 | / | 3

# Grouped by structure, the compounds so far containing two or more sulfur atoms.
Compound | NPYLR7 ag | mcGAS lum | hcGAS inh
COC(=O)CSc1ccc2nnc(CCNS(=O)(=O)c3ccccc3)n2n1 | -12 | -2 | 2
CCCN(C(=O)CSc1nnc(C)n1C1CC1)C1CCS(=O)(=O)C1 (stereo not drawn) | -3 | / | 2

# The listing picks up, repeating the 4 entries before the break.
Compound | NPYLR7 ag | mcGAS lum | hcGAS inh
CC(C)C(=O)Nc1ccc(SCC(=O)NCc2ccccc2)nn1 | -1 | / | -6
CCCN(C(=O)CSc1nnc(C)n1C1CC1)C1CCS(=O)(=O)C1 (stereo not drawn) | -3 | / | 2
COC1CCCN(C(=O)C(C)Oc2ccc3c(c2)OCO3)C1 (stereo not drawn) | 4 | / | -6
CNC(=O)COc1ncnc2c(Cl)cc(Cl)cc12 | -23 | / | 3
CCOC(=O)c1nn(-c2ccccc2)c(=O)cc1NC(=O)c1ccccc1C | / | -4 | -2
COCCCNc1nc2nonc2nc1N1CCN(CC2CC2)CC1 | 13 | / | -8
O=C(NCC1=CCCCC1)c1ccccc1-c1ncc[nH]1 | 5 | / | -6
Cc1ccc(C(O)(CC2=NC(C)(C)CN2C(C)C)c2ccccc2)cc1 (stereo not drawn) | 1 | / | 9
Cc1ccc(Oc2cc(Cl)ncn2)cc1 | -15 | / | 1
COc1cccc(CNC(=O)c2ccc(-c3n[nH]c4c3CCCc3ccccc3-4)cc2)c1 | / | -5 | -2
Cc1nc(C(C)N(C)C(=O)NCc2cccc(F)c2)c(C)s1 (stereo not drawn) | 20 | / | -4
COc1cc(-c2ccnc(N3CCN(S(=O)(=O)c4ccccc4C#N)CC3)n2)cc(OC)c1OC | 18 | -6 | -3
COc1cc(-c2ncc[nH]2)ccc1OCC(N)=O | 6 | / | -4
COc1ccc2oc(C)c(C(=O)Nc3ccc(N(C)C(C)=O)cc3)c2c1 | -4 | / | -8
Cc1cc(Cl)cc(Cl)c1CNC(=O)c1cncn1-c1cccc(-c2ccccc2C(F)(F)F)c1 | 14 | -6 | -1
Cc1c(-c2csc(=NCc3ccc(Cl)cc3)n2NC(=O)C2CC2c2ccccc2)sc2ccc(Cl)cc12 (stereo not drawn) | -3 | -3 | -5
C=C(C)C(O)(C(=C)C)c1ccc(CN(CCOC)Cc2ccc3c(c2)OCO3)o1 | -2 | 1 | -1
Cc1cnc2c(C(=O)NCCc3nccc(-c4ccccc4)n3)cnn2c1 | 28 | / | -5
Cc1ccc(NC(=O)CCN2C(=O)CSC2c2ccccc2F)cc1 (stereo not drawn) | 33 | -5 | -7
COC(=O)C(c1ccc(F)cc1Cl)C1C=CC(NC(=O)c2ccc([N+](=O)[O-])o2)C1 (stereo not drawn) | 8 | -3 | -5
O=C(c1ccc(CSc2nc(Cl)cc(N3CCN(c4ccccc4Cl)CC3)n2)cc1)N1CCN(Cc2ccc3c(c2)OCO3)CC1 | 28 | -4 | -3
O=C(NCCC(=O)N1CCN(C(=O)CC(F)(F)F)CC1)c1ccoc1 | 1 | -9 | -9
C=CC(C)(CO)N(CCN1CCOCC1)Cc1cccn1Cc1cccc(OC)c1 (stereo not drawn) | -1 | -4 | -1
CCC1CCCCC1N(C)c1ccc(C#N)cn1 (stereo not drawn) | -2 | / | -14
COc1ccccc1N1CCN(c2ncccc2CNS(C)(=O)=O)CC1 | 13 | -7 | -4
CC1CC1C(=O)Nc1ccc(O)c2ccccc12 (stereo not drawn) | 1 | / | -4
CC1CC(=O)c2c(OCC(=O)NCc3ccco3)ccc(Cl)c21 (stereo not drawn) | 2 | / | -16
O=C(NCc1ccccc1-n1cncn1)c1n[nH]c2c1CCC2 | 1 | -11 | 4
Cc1nonc1OCCNC1CCC2(CCNCC2)CC1 | 12 | / | -7
Cc1ccc2c(C)c(C(=O)N(C)Cc3ccno3)oc2c1 | 9 | / | 4
O=C(NCC1(c2ccccc2)CC1)Nc1ccc2c(c1)C(=O)NC2=O | 6 | -14 | -11
O=C(C1=C(O)C(=O)N(CCCn2ccnc2)C1c1ccc(Cl)cc1)c1cccs1 (stereo not drawn) | 0 | -1 | 2
CNC(=O)c1nnc2n1CCN(C(=O)c1ccc(F)c(C)c1)C2 | 1 | / | 5
COC(=O)C1CCN(C(c2ccc(F)cc2)C2Sc3nc(-c4ccco4)nn3C2=O)CC1 (stereo not drawn) | 3 | -6 | -3
O=C1CCCN1C1CCN(c2ccc(Cn3ccnc3)cn2)CC1 | 0 | / | 0
COCCN(CC(=O)N1CCc2sccc2C1c1ccc(C)cc1)C(=O)C(Cl)c1ccccc1 (stereo not drawn) | 28 | -6 | -5
COc1ccc2c(=O)c3c(oc2c1)C(=O)N(c1nccs1)C3c1ccccc1 (stereo not drawn) | 6 | / | -4
CCCc1nc(NC(C)Cn2cncn2)c2cnn(C)c2n1 (stereo not drawn) | 1 | -14 | -4
Cc1cn(Cc2cccc(C(=O)NC(C)C)c2)c(=NC(=O)c2ccc(F)cc2)s1 | / | -6 | -6
CC1=CC(=O)C2C(C)(C)CCC[C@]2(C)[C@@]1(O)CCc1ccoc1 (stereo partly drawn) | -12 | / | -5
COc1ccc(-c2cccc(-c3cccc(NC(=O)C(F)(F)C(F)(F)C(F)(F)F)c3)n2)cc1 | -9 | 0 | 2
CCN(CC(=O)Nc1cc(C(C)(C)C)nn1-c1ccccc1C)C(=O)Nc1ccc(C(F)(F)F)cc1 | -11 | -6 | -17
COCc1nc(C)nc(N2CCN(C(=O)c3ccc(F)cc3)CC2)c1Cc1ccc(Cl)cc1 | 6 | -3 | -1
CSc1nc(N2CCCC2)c2cnn(CCNC(=O)CC3CCCC3)c2n1 | / | -7 | -7
Cc1nc2c(c(NC[C@H]3CCc4ccccc4O3)n1)CNC2 | 16 | / | -8
Cc1cc(C)c(C)c(S(=O)CCO)c1C (stereo not drawn) | -2 | / | -5
CCCCOc1ccc(S(=O)(=O)Nc2ccc(Cl)cc2C(=O)NCc2ccccc2)cc1 | 4 | -5 | -2
Cc1ccc2nc(-c3ccccc3Cl)c(NC(C)(C)CC(C)(C)C)n2c1 | 8 | -8 | 4
O=C(NCC1CCCN(Cc2ccccc2OC2CCCC2)C1)c1cccs1 (stereo not drawn) | 1 | / | -7
CC(C)(C)C(=O)Nc1ccnn1C1CCN(C(=O)c2ccc3cccc(F)c3n2)CC1 | -5 | -5 | -8
CCOc1ccc(Br)cc1S(=O)(=O)NCc1ccco1 | 0 | / | 1
Cn1nc(C(=O)Nc2ccccc2CN2CCc3ccccc32)ccc1=O | -20 | / | 3
O=C(NCCc1ccncc1)c1ccc(Cc2ccccc2)o1 | -8 | -6 | -9
CC(C)C(=O)N(CCCCN1C(=O)c2ccccc2C1=O)c1ccc(Cl)cc1 | 0 | -4 | -4
Cc1ccc(C(NC(=O)C2COc3ccccc3O2)c2ccccc2)cc1 (stereo not drawn) | 6 | -6 | -4
COC(=O)C1=C(C)NC(=O)C1(Nc1ncccn1)C(F)(F)F (stereo not drawn) | -7 | / | -2
Cc1cccnc1C1=NOC(Cc2ccccc2)C(=O)N1CCc1ccccc1 (stereo not drawn) | 6 | / | -1
C=CCN(CC(=O)N1CCc2sccc2C1COc1ccc(F)cc1)C(=O)C1CCCC1 (stereo not drawn) | -4 | -5 | -2
CCN(CC1CCCN(CCc2cccc(OC)c2)C1)C(=O)C1=C(C)OCCO1 (stereo not drawn) | 7&5 | -3 | -11&-3
COc1ccccc1N=C1SC(C(=O)Nc2ccccc2)CC(=O)N1C (stereo not drawn) | 1 | -5 | -3
CCCCN(CC(=O)N(Cc1cccn1Cc1ccc(Br)cc1)C1CCCCC1)S(=O)(=O)c1c(C)cc(C)cc1C | -11 | -4 | -8
OCc1cc(-c2nc3ccccc3s2)ccc1F | 21 | -19 | -7
CC(C(=O)N1CCc2sccc2C1)N1CCC(C(=O)Nc2nncs2)CC1 (stereo not drawn) | 15 | / | -5
COCC(=O)N(Cc1cc(NC(=O)c2ccccc2Cl)ccc1N(C)C)C(C)c1ccccc1 (stereo not drawn) | -8 | -3 | -8

# In another format: results already given
> Cc1ccc(C(NC(=O)C2COc3ccccc3O2)c2ccccc2)cc1 (stereo not drawn)
  NPYLR7 ag: 6
  mcGAS lum: -6
  hcGAS inh: -4

> COC(=O)C1=C(C)NC(=O)C1(Nc1ncccn1)C(F)(F)F (stereo not drawn)
  NPYLR7 ag: -7
  mcGAS lum: /
  hcGAS inh: -2

> Cc1cccnc1C1=NOC(Cc2ccccc2)C(=O)N1CCc1ccccc1 (stereo not drawn)
  NPYLR7 ag: 6
  mcGAS lum: /
  hcGAS inh: -1

> C=CCN(CC(=O)N1CCc2sccc2C1COc1ccc(F)cc1)C(=O)C1CCCC1 (stereo not drawn)
  NPYLR7 ag: -4
  mcGAS lum: -5
  hcGAS inh: -2

# Following part.
Compound | NPYLR7 ag | mcGAS lum | hcGAS inh
Cc1cccc(C(C)C)c1NC(=O)c1c(C)noc1C | -6 | / | -5
COCc1cc(CNC(=O)[C@@]23CC[C@@](C)(OC2=O)C3(C)C)[nH]n1 | 7 | / | -5
COc1ccc(C2C(C(=O)OC(C)C)=C(C)NC3=C2C(=O)CC(c2ccccc2)C3)cc1 (stereo not drawn) | 9 | -4 | -6
CCc1ccc(CN2CCC(CO)(Cc3ccc(OC)cc3)CC2)o1 | 3 | / | -7
Cc1nccn1CCCC(=O)Nc1cc(F)ccc1-n1cccn1 | 2 | / | -11
CC(=O)Nc1ccc(-c2c(-c3ccccc3)ncn2Cc2ccccn2)cc1 | 5 | -19 | -9
CCCN(Cc1cccn1Cc1cccc(Cl)c1)C(=O)Nc1ccc(OC)cc1OC | 1 | -4 | -14
O=C1Nc2ccc(I)c3cccc1c23 | 2 | -4 | -3
CC(C)c1nn(-c2ccccc2)c(C(C)C)c1C(=O)N1CCCCC1 | -4 | -7 | -5

# Ordered by formula weight (highest first): part of the list above.
Compound | NPYLR7 ag | mcGAS lum | hcGAS inh
CCCN(Cc1cccn1Cc1cccc(Cl)c1)C(=O)Nc1ccc(OC)cc1OC | 1 | -4 | -14
COc1ccc(C2C(C(=O)OC(C)C)=C(C)NC3=C2C(=O)CC(c2ccccc2)C3)cc1 (stereo not drawn) | 9 | -4 | -6
CC(=O)Nc1ccc(-c2c(-c3ccccc3)ncn2Cc2ccccn2)cc1 | 5 | -19 | -9
O=C1Nc2ccc(I)c3cccc1c23 | 2 | -4 | -3
